IDE cell activ: boosts human insulin-degrading enzyme activity in HEK cells | actives 0.073% (n = 340,000) | activation, % at 5.96 µM | AID 493087 | FAbeta-B cleavage, fluorescence polarization; 0% vehicle, 100% cell-free pure enzyme wells | P14735;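 active = activation above the mean of all tested compounds plus 3 SD, set per screening campaign, cut at about 17% in these data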
Target sequence (P14735 whole entry, looked up): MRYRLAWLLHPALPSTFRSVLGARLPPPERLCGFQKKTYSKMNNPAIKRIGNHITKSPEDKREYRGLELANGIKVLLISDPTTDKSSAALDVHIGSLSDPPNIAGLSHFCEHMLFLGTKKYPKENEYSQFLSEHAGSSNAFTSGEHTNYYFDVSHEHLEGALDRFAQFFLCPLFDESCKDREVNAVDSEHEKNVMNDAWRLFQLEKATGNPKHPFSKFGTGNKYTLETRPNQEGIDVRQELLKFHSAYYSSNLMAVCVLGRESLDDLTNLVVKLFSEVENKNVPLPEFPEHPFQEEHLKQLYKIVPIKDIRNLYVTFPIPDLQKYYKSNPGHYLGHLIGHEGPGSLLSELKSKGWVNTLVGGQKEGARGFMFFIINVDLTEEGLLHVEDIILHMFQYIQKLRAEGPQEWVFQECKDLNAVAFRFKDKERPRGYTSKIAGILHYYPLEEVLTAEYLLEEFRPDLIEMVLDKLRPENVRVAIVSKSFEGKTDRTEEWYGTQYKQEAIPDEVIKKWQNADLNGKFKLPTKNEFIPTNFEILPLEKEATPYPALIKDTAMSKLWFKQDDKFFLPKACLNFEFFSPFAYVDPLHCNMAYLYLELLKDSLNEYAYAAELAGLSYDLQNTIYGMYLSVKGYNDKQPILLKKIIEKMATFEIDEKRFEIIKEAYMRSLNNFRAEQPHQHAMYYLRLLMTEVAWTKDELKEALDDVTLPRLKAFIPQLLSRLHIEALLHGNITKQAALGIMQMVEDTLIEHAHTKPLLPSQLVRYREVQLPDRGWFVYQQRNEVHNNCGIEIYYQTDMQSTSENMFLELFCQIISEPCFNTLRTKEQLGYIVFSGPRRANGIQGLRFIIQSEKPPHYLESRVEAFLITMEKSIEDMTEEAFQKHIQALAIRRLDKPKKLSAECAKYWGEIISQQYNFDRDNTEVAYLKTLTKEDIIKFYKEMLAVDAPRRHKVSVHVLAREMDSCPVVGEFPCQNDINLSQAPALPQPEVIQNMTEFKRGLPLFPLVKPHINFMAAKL
MEKK3 PB1 HTS: raises or lowers MEK5 binding to the human MEKK3 PB1 domain. Q99759. bead-based flow cytometry, Alexa488-MEK5 binding to MEKK3; actives lie on both sides; 0 = blocked by unlabeled MEK5, 100 = vehicle. binding response (% of control), % at 10 µM. actives 1.4% (n = 290,000). AID 1529;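 active = binding response more than 3 SD above or below the average of its plate-row segment, actives on both sides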;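 also: Alexa488 bead fluorescence after subtracting the streptavidin-only scavenger bead signal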
MEKK2 mut-MEK5: signal of MEK5 binding to mutant human MEKK2 PB1 domain | bead flow cytometry, Alexa488-MEK5 binding to MEKK2 mutant | percent response, % at 10 µM | actives 0.35% (n = 290,000); in the data active = percent response above about 24%, passing the limit was not always enough; also: inactives centre near 1; some results filed as inactive read as strong as hits; reference of the scale not given here
UBC9 SUMO inh: blocks human SUMOylation mediated by UBC9 | HTRF SUMOylation assay, SAE1/SAE2 + UBC9, in vitro | inhibition, % at 35 µM | actives 0.36% (n = 290,000); in the data active = inhibition above about 50%, passing the limit was not always enough; also: strong numbers were not always called active
NALP1 inh: inhibitors of NALP1 inflammasome in yeast. S. cerevisiae NALP1/ASC/caspase-1 growth, X-gal OD620, 72 h. inhibition, % at 10 µM. actives 0.61% (n = 280,000); in the data active = inhibition mostly above about 24%, no sharp cut-off; inactive = mostly below about 32%; also: some compounds called inactive have numbers as strong as hits
p-CIP stab down: lowers stability of the mouse p/CIP coactivator protein; Q05BA5; F442A p/CIP-EGFP cells, EGFP fluorescence, 16 h; decrease of EGFP signal, % at 10 µM; actives 0.01% (n = 290,000);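 active = EGFP signal decrease of at least 30% at 10 µM or well 3 SD below plate mean, unless failing retest; inactive = the rest, including hits failing retest or dose response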; also: some compounds called inactive have numbers as strong as hits; many of its hits are not listed in these tables
MEKK2wt PB1 HTS: raises or lowers MEK5 binding to wildtype human MEKK2 PB1 domain. Q9Y2U5. bead flow cytometry, Alexa488-MEK5 binding to MEKK2 WT; actives lie on both sides. binding response (% of control), % at 10 µM. actives 1.1% (n = 290,000). AID 1531; in the data active = binding response below about 67% or above about 130%
IDE cell inh: inhibits human insulin-degrading enzyme in HEK cells; P14735; FAbetaB cleavage, fluorescence polarization; inhibition, % at 5.59 µM; actives 0.41% (n = 320,000); AID 434962;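 active = percent inhibition above the average of all tested compounds plus 3 SD, set per screening campaign, cut at about 16% in these data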;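 also: IDE supplied by intact live HEK cells; FP after avidin binding of uncleaved biotin substrate so inhibition keeps polarization high; 0% = DMSO wells and 100% = 60 µM reference IDE inhibitor Ii1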
M18AAP inhibitor: PfM18AAP enzyme inhibition; actives 1.2% (n = 290,000); inhibition, % at 7.35 µM; recombinant PfM18AAP, H-Glu-NHMec fluorogenic cleavage; AID 1822;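 active = inhibition above the campaign mean inhibition over all tested compounds plus 3 SD, cut at about 28% in these data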;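 also: 0% = plate median of test compound wells and 100% = 2 mM ZnCl2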
* marks the source's active call; other numbers are inactive results; nt = no result given; [ ] = dose if it differs, or a comment. A portion of the library; rates above refer to the full screens.

cpd	smiles	UBC9 SUMO inh	MEKK2 mut-MEK5	IDE cell inh	IDE cell activ	M18AAP inhibitor	MEKK3 PB1 HTS	NALP1 inh	p-CIP stab down	MEKK2wt PB1 HTS
1	Cn1c(=O)n(C)c2cc([N+](=O)[O-])c(N3CCN(C(=O)c4cccc(F)c4)CC3)cc21	18	-1	-7	1	-11	110	-3	-7	106
2	N#Cc1nc(-c2ccc(F)cc2)oc1N1CCCC1	6	nt	1	5	-2	nt	8	1	nt
3	Cc1nn(Cc2ccccc2Cl)c2sc(C(=O)NC(C)(C)C)cc12	5	5	-2	4	-8	101	6	-7	97
4	CCN(CC)c1ccc(CC(=O)NC(C)Cc2ccccc2)cc1 (stereo unspecified)	21	4	7	3	-1	107	-2	0	102
5	Cc1c(O)c(CN2CCCC2)cc2c1oc(=O)c1ccccc12	-1	2	2	0	2	101	-6	-4	96
6	CCOC(=O)C1=C(C)NC2=C(C(=O)C(C(=O)OC)C(C)C2)C1c1ccc(OC)c(O)c1 (stereo unspecified)	3	-5	4	1	14	96	10	-20	90
7	CCC(=O)Nc1cccc(NC(=O)CSc2nnnn2C2CCCC2)c1	22	4	2	3	2	100	11	0	102
8	O=C(OC1CCCCC1)c1ccc(NC(=O)C2CCCCC2)cc1	-16	-2	-4	3	-14	100	14	-9	102
9	COc1ccc(S(=O)(=O)NCCc2ccccc2)cc1	8	-1	5	1	-2	94	19	-10	95
10	O=C(Nc1ccc([N+](=O)[O-])cc1)Nc1ccc(OC(F)F)c(Cl)c1	-4	5	-6	8	-1	100	36	-2	117
11	CC(C)OC(=O)CC12CN3CN(C1)CC(CC(=O)OC(C)C)(C3)C2=O	-15	8	-1	4	-13	84	5	-16	92
12	CC(C)(C)C(=O)NCCc1nc(-c2ccccc2)no1	nt	6	1	1	nt	100	nt	nt	100
13	CCOc1ccccc1/C=C/C(=O)NCC(=O)N1CCC(N(C)C2CCCCC2C)CC1 (stereo unspecified)	nt	0	-13	5	-34	100	16	-14	102
14	Cc1nn(C)cc1/C=N\NC(=O)c1ccc(Cn2cc(Cl)cn2)cc1	7	2	-2	0	1	110	10	-1	110
15	COc1ccc(C2CC(c3cccs3)=NN2S(C)(=O)=O)cc1 (stereo unspecified)	15	7	5	6	4	100	5	-10	87
16	CC(=O)NC(=S)Nc1ccc(NC(=O)COc2ccc(C(C)C)cc2)cc1	4	-5	-5	-9	-4	91	16	1	93
17	O=C(Nc1ccc(CN2CCCCC2)cc1)c1cc(Br)ccc1Cl	2	0	7	nt	-8	100	-6	-1	106
18	O=C(COC(=O)CCS(=O)(=O)c1ccc(Cl)cc1)Nc1ncc(Cl)cc1Cl	-28	-1	-1	0	-5	96	2	-3	102
19	S=C(Nc1ccc2nsnc2c1)N1CCCCCC1	99	-9	10	4	10	102	-4	-6	94
20	O=C(COc1ccccc1)Nc1ccc2oc(=O)ccc2c1	14	0	4	2	1	101	5	5	100
21	COc1ccc(-n2nnnc2S(=O)(=O)Cc2ccc(C(=O)O)cc2)cc1	6	-1	-1	2	-98	100	9	-7	98
22	O=C1CNC(=S)N1Cc1cccc(Cl)c1	11	-4	8	-15	-5	102	7	-8	102
23	CC(=O)N1c2ccccc2N2C(c3c(C)c(C)cc(C)c3C)=NON12	-25	-1	nt	-4	9	109	22	11	98
24	COC(=O)C1=CN(Cc2ccccc2)C=C(C(=O)OC)C1c1cc(F)ccc1F	15	4	-4	1	-8	106	21	-2	102
25	Cc1ccc(C2=N/C(=C\N3CCCCC3)C(=O)O2)cc1	-4	0	-3	4	-1	101	38*	-11	101
26	CCOC(=O)CN1C(=O)C(CC)Oc2ccc(Cl)cc21 (stereo unspecified)	18	7	-1	2	-1	105	9	-11	104
27	Cc1nn(Cc2ccc(C(=O)N3N=C(C(F)F)CC3(O)C(F)F)cc2)c(C)c1[N+](=O)[O-] (stereo unspecified)	-3	-6	-3	5	12	94	2	-10	96
28	COc1cc(/C=N/NC(=O)c2cccnc2)ccc1OC(=O)c1cccc(Br)c1	-2	6	2	-2	3	101	8	-4	107
29	CC12C=CC3(O1)C(C(=O)N(c1cccnc1)C3C(=O)NC1CCCCC1)C2C(=O)Nc1ccccc1 (stereo unspecified)	4	-1	4	3	-48	100	2	-3	99
30	O=C(O)C1(NS(=O)(=O)c2ccc(Cl)cc2)CCCCC1	2	2	10	4	-12	104	12	0	103
31	Cc1cccc(NC(=O)N2CCC(NC(=O)c3ccccc3C)CC2)c1	8	-17	1	-1	-4	2.0*[inhibitor]	10	-8	2.0*[inhibitor]
32	CC1CC(C)CN(C(=O)c2ccc(CSc3nc4ccncc4[nH]3)cc2)C1 (stereo unspecified)	-2	-1	-1	2	5	113	35	-1	107
33	Cc1ccc2c(c1)C1CC(C)(O2)N(c2cccc(C(=O)NCc3ccccn3)c2)C(=O)N1 (stereo unspecified)	2	1	2	4	-1	97	-14	-6	98
34	NNC(=O)CN1C(=O)Nc2ccc(Cl)cc2C1c1ccccc1 (stereo unspecified)	1	6	-6	-6	-5	106	19	-10	106
35	O=C(c1cc2nc(-c3ccccc3)cc(-c3ccccc3)n2n1)N1CCCC1	20	-3	2	1	-6	102	-16	-3	94
36	Fc1ccc(-c2nnc(CN3CCN(c4ncc(C(F)(F)F)cc4Cl)CC3)o2)cc1	-11	1	-1	-1	-6	104	4	8	107
37	COc1cc(C(=O)N2CCN(S(=O)(=O)c3ccc(F)cc3)CC2)cc(OC)c1OC	16	-1	0	1	14	100	-1	-2	100
38	O=C(COc1ccc(S(=O)(=O)N2CCCCC2)cc1)NC1CCCCC1	10	7	4	2	-2	104	-7	-1	106
39	Cc1cccc(OCc2nnc(SCC(=O)Nc3ncc(C)s3)o2)c1	10	2	1	2	31*	107	-4	-9	110
40	CCS(=O)(=O)N1CCN(c2ccccc2F)CC1	0	-2	3	1	2	86	-4	-9	95
41	O=c1oc(-c2cccnc2)nc2ccccc12	11	-3	6	-4	8	95	16	-16	96
42	O=C(NNc1ccc(F)cc1F)C1CCC1	2	-2	-4	3	11	99	nt	-9	93
43	CC(=O)c1ccc(NC(=O)Nc2ccc(S(=O)(=O)N3CCCC3)cc2)cc1	4	-3	nt	3	2	102	6	-4	104
44	COc1ccc(-n2c(Cc3cccn3C)nnc2SCC(=O)Nc2ccccc2OC)cc1	11	3	6	10	-4	101	8	-7	100
45	CC(C)N(C(=O)Cn1c(SCC(=O)N2CCN(c3ccccc3)CC2)nc2ccccc21)C(C)C	6	-8	3	nt	nt	83	9	-12	88

Whole records, quoted from the list.
Profile of CC(C)N(C(=O)Cn1c(SCC(=O)N2CCN(c3ccccc3)CC2)nc2ccccc21)C(C)C = UBC9 SUMO inh: 6; MEKK2 mut-MEK5: -8; IDE cell inh: 3; IDE cell activ: nt; M18AAP inhibitor: nt; MEKK3 PB1 HTS: 83; NALP1 inh: 9; p-CIP stab down: -12; MEKK2wt PB1 HTS: 88
Profile of Cc1cccc(OCc2nnc(SCC(=O)Nc3ncc(C)s3)o2)c1 = UBC9 SUMO inh: 10; MEKK2 mut-MEK5: 2; IDE cell inh: 1; IDE cell activ: 2; M18AAP inhibitor: 31*; MEKK3 PB1 HTS: 107; NALP1 inh: -4; p-CIP stab down: -9; MEKK2wt PB1 HTS: 110

Single entries from the results shown:
M18AAP inhibitor, compound 43 stands at 2
UBC9 SUMO inh, compound 38 stands at 10
p-CIP stab down, compound 39 stands at -9

(cont.)
cpd	smiles	UBC9 SUMO inh	MEKK2 mut-MEK5	IDE cell inh	IDE cell activ	M18AAP inhibitor	MEKK3 PB1 HTS	NALP1 inh	p-CIP stab down	MEKK2wt PB1 HTS
46	Cc1cc(NC(=O)Nc2ccc(F)c(Cl)c2)no1	-3	10	-3	0	5	114	3	-7	115
47	N#C/C(=C\c1cccc([N+](=O)[O-])c1)C(=O)Nc1cccnc1	9	-1	-1	1	3	98	6	11	100
48	C/C(=N/NC(=O)CN1CCN(Cc2ccccc2Cl)CC1)c1ccco1	22	0	5	3	2	105	-18	4	102
49	COc1ccc(OCC(=O)N/N=C/C=C/c2ccccc2)cc1	5	-1	-4	0	7	103	26	1	103
50	CC1(C)Cc2c(sc(NC(=O)C(=O)NCCCN3CCOCC3)c2C#N)CO1	18	-2	0	9	49*	100	13	-15	99
51	CCCC1CCC(=NNS(=O)(=O)c2ccc(C)c([N+](=O)[O-])c2)CC1 (stereo unspecified)	2	7	-3	1	4	99	28	2	113
52	Cc1ccc(F)c(CNC(=O)C2CCC(=O)N(CCCN3CCCC3=O)C2)c1F (stereo unspecified)	7	2	-8	7	2	101	6	0	103
53	Cc1ccc(S(=O)(=O)NCCC(=O)NCCSc2ccc(Br)cc2)cc1	-14	6	-3	4	-1	103	-4	12	105
54	COCCN(C(=O)c1ccccc1)c1nc(-c2ccc(OC)cc2)cs1	-8	3	4	-1	4	101	1	4	104
55	COc1ccccc1Oc1c(C)oc2c(CN3CCN(C)CC3)c(O)ccc2c1=O	52*	nt	6	nt	-2	nt	8	-5	nt
56	O=C(NCC(=O)N(c1ccc(Cl)cc1)C(C(=O)NC1CCCC1)c1ccncc1)c1ccco1 (stereo unspecified)	-8	-3	-4	-2	-2	103	-4	0	94
57	O=C(NC12CC3CC(CC(C3)C1)C2)N1CCN(c2ccccc2)CC1	5	6	4	3	4	103	-3	-2	108
58	COC(=O)Cc1ccc(NC(=O)c2ccc3c(c2)C(=O)N(Cc2ccco2)C3=O)cc1	19	4	0	2	-5	101	16	-6	105
59	CC(=O)OC(C(=O)NC1CCCCC1)c1ccc(Cl)cc1 (stereo unspecified)	9	2	1	-3	-9	108	0	1	105
60	COc1ccc(N=C2NC(=O)/C(=C\c3ccco3)S2)cc1	62*	-4	4	5	9	98	12	-4	97
61	Cc1cccc(CCNCc2c(C(=O)O)c(C)n(-c3ccccc3)c2C)c1	10	21	5	2	5	105	5	11	133
62	Cc1cc(NC(=O)CCC(=O)N(c2ccccc2)C(C(=O)NC2CCCC2)c2ccccc2C)no1 (stereo unspecified)	-10	-4	-3	-1	3	104	0	6	98
63	CC(C)N=C1CC(C)(C)CC(=O)/C1=C(/O)CCCN1C(=O)c2ccccc2C1=O	18	5	0	1	1	106	9	1	111
64	CC1CCN(S(=O)(=O)c2ccc(Cl)cc2)CC1	8	-4	-2	4	2	101	13	-10	99
65	C=CCn1c(SCc2cccc(F)c2)nc2cc(C(=O)N3CCC(C(N)=O)CC3)ccc2c1=O	2	-3	8	-1	-14	95	17	-4	96
66	CCOC(=O)c1ccc(NC(=O)Cn2cc3c(n2)CCC(C)C3)cc1 (stereo unspecified)	-3	-2	1	4	3	98	26	-8	99
67	Cc1cccc(C(=O)N/N=C/c2coc3ccccc3c2=O)c1	14	-6	-1	3	1	103	8	-12	96
68	CC(NC(=O)/C(C#N)=C/c1ccc(OCC(=O)O)cc1)c1ccccc1 (stereo unspecified)	-7	-1	6	-1	5	99	13	8	101
69	CCOC(=O)c1ccc(N=C2SC(C(=O)NC)CC(=O)N2CCc2ccccc2)cc1 (stereo unspecified)	-11	0	0	-4	4	98	10	-2	100
70	Cc1ccc(NC(=O)Cn2ccsc2=N)cc1S(=O)(=O)N(C)C	-13	1	7	3	-1	99	4	14	100
71	Cc1c(C(=O)N2CCN(c3ncccn3)CC2)sc2nc3n(c(=O)c12)CCCC3	8	3	3	1	-3	108	14	0	101
72	Cc1ccc(C(C)C)c(OCC(=O)NNC(=O)C(C(C)C)N2C(=O)c3ccccc3C2=O)c1 (stereo unspecified)	3	2	4	6	8	101	-2	-10	96
73	Cc1ccccc1Cn1ccc(NC(=O)c2cnn3c2NC(c2ccccc2)CC3C(F)(F)F)n1 (stereo unspecified)	-3	4	3	-4	7	104	4	-5	105
74	COC(=O)/C(=C\c1ccc2c(c1)c1ccccc1n2C)NC(=O)c1ccccc1	10	-9	11	-4	-4	2.0*[inhibitor]	24	-2	2.0*[inhibitor]

Compound activity from PubChem BioAssay.
